A549 viability = kills or reduces viability of A549 cells in Nrf2 counter-screen; A549 ARE-Fluc cells, CellTiter-Fluor viability, 18-24 h; Potency, µM (titrated, usually from 46 µM), inactives show at the top dose activity change, negative = cytotoxicity, actives largely listed as inhibitors; actives 0.16% (n = 390,000); further: potency means the concentration at half of the fitted maximal effect; on the % scale 0 is the no-effect control and ±100 the full control effect
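A549 ARE_Fluc cells in 5% FBS OPTI-MEM were exposed to compounds in concentration-response for 18-24 h at 37 deg C. Viability was read by CellTiter-Fluor fluorescence (Ex 405/Em 525) after 30 min, before the luciferase read.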
CCT modulator = modulators of cytosolic chaperonin (CCT/TRiC) activity | actives 0.3% (n = 360,000) | activity change, % (test concentration not listed), hits read low | purified chaperonin ATPase assay, HTRF ADP detection, 30 min; in the data active means activity change below about -30%; further: on the % scale 0 is the no-effect control and ±100 the full control effect
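Nucleotide hydrolysis assay: TRiC at 20–40 nM final (set by batch activity) with 10 uM ATP, 30 min at 37 °C, in presence of 76 uM compound. Detection by competitive ADP HTRF, 30 min ambient.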
EPAC2 antagonist = blocks human EPAC2 exchange factor. Q8WZA2. EPAC2 GEF exchange of Rap1B-BODIPY-GDP, fluorescence. Potency, µM (series often up to 114 µM), inactives show at the highest dose activity, negative = inhibition, usual class: inhibitors. actives 0.18% (n = 360,000); further: potency means the concentration at half of the fitted maximal effect; on the % scale 0 is the no-effect control and ±100 the full control effect; nearly all actives have a fitted effect of over 45% in size; many of its hits are not listed in these tables
Target sequence (Q8WZA2 whole entry, looked up): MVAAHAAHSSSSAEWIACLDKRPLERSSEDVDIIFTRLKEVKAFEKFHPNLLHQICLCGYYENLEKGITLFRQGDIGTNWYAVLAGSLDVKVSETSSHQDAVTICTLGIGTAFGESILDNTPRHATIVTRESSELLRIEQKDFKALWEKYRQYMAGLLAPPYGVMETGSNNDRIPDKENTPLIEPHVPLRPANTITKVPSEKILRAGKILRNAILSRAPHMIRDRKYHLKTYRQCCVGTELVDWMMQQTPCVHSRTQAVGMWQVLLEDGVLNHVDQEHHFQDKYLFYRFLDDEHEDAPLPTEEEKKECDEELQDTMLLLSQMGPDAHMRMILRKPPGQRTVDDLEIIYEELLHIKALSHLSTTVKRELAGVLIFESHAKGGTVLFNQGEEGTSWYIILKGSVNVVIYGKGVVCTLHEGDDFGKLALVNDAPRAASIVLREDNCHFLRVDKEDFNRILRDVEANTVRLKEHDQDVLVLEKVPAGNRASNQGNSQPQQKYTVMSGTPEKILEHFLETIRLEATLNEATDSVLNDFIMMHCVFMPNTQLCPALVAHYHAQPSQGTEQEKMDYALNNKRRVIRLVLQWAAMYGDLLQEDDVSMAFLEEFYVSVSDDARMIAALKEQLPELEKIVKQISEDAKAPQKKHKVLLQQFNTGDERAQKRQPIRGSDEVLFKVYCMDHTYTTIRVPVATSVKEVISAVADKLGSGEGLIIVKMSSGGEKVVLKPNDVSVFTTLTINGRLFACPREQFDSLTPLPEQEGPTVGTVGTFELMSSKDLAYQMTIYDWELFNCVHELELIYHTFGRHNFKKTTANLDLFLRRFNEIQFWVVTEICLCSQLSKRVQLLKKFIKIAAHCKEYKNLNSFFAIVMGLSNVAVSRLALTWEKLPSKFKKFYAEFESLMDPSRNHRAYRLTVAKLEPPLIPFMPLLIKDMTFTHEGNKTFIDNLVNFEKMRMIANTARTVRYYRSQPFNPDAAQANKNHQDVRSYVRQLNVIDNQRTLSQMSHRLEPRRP
EPAC2 agonist = activates human EPAC2 exchange factor | actives 0.079% (n = 360,000) | Q8WZA2 | Potency, µM (top dose mostly 154 µM), without a hit: at the highest dose activation, hits mostly activators | AID 720711 | EPAC2 activation, biochemical qHTS; response scale: 100% = 6.5 mM cAMP response; further: potency means the concentration at half of the fitted maximal effect; nearly all actives have a fitted effect of over 50% in size
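Each well held 100 nM EPAC2, 250 nM RAP1B-BODIPY-GDP and 50 uM GDP. Fluorescence, read at 5-min intervals to 30 min, was referenced to a 6.5 mM cAMP positive control.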
TGFb SMAD3 inh = blocks TGF-b signaling; HepG2 CAGA-GFP TGF-b/SMAD3 reporter, GFP fluorescence, 18 h; TGF-beta stimulated, 500 pg/mL final; Potency, µM (top dose mostly 46.1 µM), without a hit: top-dose activity, negative = inhibition, most hits filed as inhibitors; actives 1.2% (n = 410,000); further: potency means the concentration at half of the fitted maximal effect; on the % scale 0 is the no-effect control and ±100 the full control effect; nearly all actives have a fitted effect of over 65% in size
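GFP signal (ex488/em500-530) from TGF-beta-stimulated HEPG2 CAGA-GFP cells, 500 pg/mL final, 18 h at 37 degrees C in DMEM plus 1% FBS, normalized to unstimulated and DMSO-stimulated controls.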
MmCpn inh = inhibitors of Methanococcus maripaludis chaperonin (MmCpn); purified Mm-Cpn ATPase, ADP Transcreener TR-FRET; Potency, µM (doses to about 76.9 µM), for the others: top-dose activity, negative = inhibition, hits mostly inhibitors; actives 0.031% (n = 330,000); further: potency means the concentration at half of the fitted maximal effect; on the % scale 0 is the no-effect control and ±100 the full control effect; nearly all actives have a fitted effect of over 80% in size
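Eu-cryptate anti-ADP/ADP-d2 competition gives a ratio inversely related to ADP. Enzyme at 25 nM was pre-exposed to compound for 10 min, then given 10 uM ATP for 30 min, 37°C throughout.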
Nrf2 activator = activators of Nrf2 (ARE) signaling; AREc32 ARE-luciferase reporter (MCF7-derived line), luminescence, 24 h; Potency, µM (series often up to 46.1 µM), inactives show at the highest dose activation, most hits filed as activators; actives 0.31% (n = 410,000); AID 624171; further: potency means the concentration at half of the fitted maximal effect; % of control where 0% means no effect; nearly all actives have a fitted effect of over 65% in size
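Each well held 1000 AREc32 cells, which were incubated with compound for 24 hr at 37 deg C after overnight attachment, and ARE reporter activity was quantified by firefly luciferase luminescence.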
Nrf2 inh = inhibitors of Nrf2 signaling | Potency, µM (top dose mostly 46 µM), for inactives: top-dose activity change, negative = inhibition, actives largely listed as inhibitors | AID 504444 | actives 2.1% (n = 360,000) | A549 ARE-Fluc reporter, luciferase luminescence, 18-24 h; further: potency means the concentration at half of the fitted maximal effect; on the % scale 0 is the no-effect control and ±100 the full control effect; nearly all actives have a fitted effect of over 60% in size
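Concentration-response testing used A549 ARE_Fluc cells at 5000 cells/well. Following an 18-24 h compound incubation, viability was read by fluorescence (Ex 405/Em 525) and luciferase output by luminescence.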
Akt phos inh = Akt phosphorylation inhibition; AID 651550; actives 0.32% (n = 360,000); activity change, % for hits at 50 µM; Neuro2A IGF-stimulated pAkt S473 HTRF, 20 min; hits give low values; in the data active means activity change below about -80%; inconclusive means mostly about -51% to -80%; further: on the % scale 0 is the no-effect control and ±100 the full control effect
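Neuro2A cells in DMEM with 0.5% FBS, overnight at 37 deg C, given compound at single 50 µM final, then IGF (6 nM final) for 20 min at 37 deg C. Lysed; phospho-Akt Ser473 by HTRF after 24 h, 665/615 ratio.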
Active calls of the source: *; i = inactive; ? = inconclusive; nt = no result given; & = joins results of further samples; [ ] = remark or other dose. Unless noted, the call rests on the fitted dose curve; in most records, active means well fitted curve in the direction sought with a large enough effect; inconclusive means small, poorly fitted or top-dose-only effect, or another doubt; inactive means no such curve, though single readings can be large; an effect the other way counts as inactive or inconclusive.

Sample of the layout (4 entries):
SMILES	A549 viability	CCT modulator	EPAC2 antagonist	EPAC2 agonist	TGFb SMAD3 inh	MmCpn inh	Nrf2 activator	Nrf2 inh	Akt phos inh
CCOc1ccc(CN(C)C(=O)[C@H](C)NC(=O)c2ccco2)cc1OC	0%	-0.6	8%	-1%	11%	-2%	2.4%	1%	i
COc1ccc(C2=NOC(Cn3nc(-c4ccccc4)cc3C(=O)NCc3ccccc3OC)C2)cc1 (stereo not drawn)	-2%	-1.5	6%	9%	-6%	-7%	-0.6%	-7%	i
COc1cc(/C=N/NC(=O)c2ccncc2)ccc1O	?	-2.8&0.0	14%&16%	3%&-1%	-15%&-3%	0%&0%	0.1%&-0.5%	?	i
COc1ccc(N2CCN(CCCNC(=O)C(=O)c3c[nH]c4ccccc34)CC2)cc1	-1%	-2.7	-2%	-2%	1%	1%	3.2%	-1%	i

The listing, previewed entries included:
SMILES	A549 viability	CCT modulator	EPAC2 antagonist	EPAC2 agonist	TGFb SMAD3 inh	MmCpn inh	Nrf2 activator	Nrf2 inh	Akt phos inh
CCOc1ccc(CN(C)C(=O)[C@H](C)NC(=O)c2ccco2)cc1OC	0%	-0.6	8%	-1%	11%	-2%	2.4%	1%	i
COc1ccc(C2=NOC(Cn3nc(-c4ccccc4)cc3C(=O)NCc3ccccc3OC)C2)cc1 (stereo not drawn)	-2%	-1.5	6%	9%	-6%	-7%	-0.6%	-7%	i
COc1cc(/C=N/NC(=O)c2ccncc2)ccc1O	?	-2.8&0.0	14%&16%	3%&-1%	-15%&-3%	0%&0%	0.1%&-0.5%	?	i
COc1ccc(N2CCN(CCCNC(=O)C(=O)c3c[nH]c4ccccc34)CC2)cc1	-1%	-2.7	-2%	-2%	1%	1%	3.2%	-1%	i
Cc1onc(-c2c(F)cccc2Cl)c1C(=O)Nc1nccs1	1%	-3.5	-2%	4%	-5%	-1%	-0.3%	-13%	i
C(=N\NCc1ccccc1)/c1ccc2ncccc2c1	0%	1.9	7%	0%	0%	-2%	0.1%	?	i
COc1ccccc1CC(NC(C)=O)C(=O)NC1CCN(C(=O)NCc2ccccc2)CC1 (stereo not drawn)	1%	-1.3	-8%	7%	-3%	1%	-0.1%	2%	i
CCC(=O)NC(=S)Nc1ccc(NC(=S)NC(=O)c2ccccc2)cc1	-17%	-1.4	0%	1%	-37%	0%	0.9%	?	i
Cc1oc(-c2cccs2)nc1CS(=O)CC(=O)NCCc1ccccc1 (stereo not drawn)	6%	0.1	2%	17%	24%	0%	16%	11%	i
O=C(Cc1ccccc1)NCC(=O)OC(c1ccccc1)c1ccccc1	-3%	0.9	?	9%	-3%	1%	-0.5%	1%	i
CC(C)C1C(C#N)=C(N)Oc2n[nH]c(-c3ccc4ccccc4c3)c21 (stereo not drawn)	?	1.3	-16%	23%	?	3%	5.8%	?	i
COc1ccc(CCN(C)C(=O)CSc2nccn2C)cc1OC	-1%	-0.8	7%[57.1 µM]	8%	-9%	-1%	-0.1%	12%	i
Cc1cc(NC(=O)COC(=O)[C@@H]2CCCN2C(=O)c2cccs2)no1	13%	-0.3	9%	5%	-12%	nt	9.1%	19%	i
O=C(Cc1ccccc1[N+](=O)[O-])N1CCOCC1	5%	0.9	3%	5%	16%	-1%	-0.7%	-5%	i
C#CCOCCOCCOCCNc1nc(N2CCN(C(=O)[C@H](C)n3cc(CCC(=O)O)nn3)CC2)nc(N2CCN(C(=O)[C@H](CCCCN)n3cc(CCCC)nn3)CC2)n1	-1%	-0.4	9%	0%	8%	nt	0.4%	10%	i
C=CCn1c(Cc2csc(N)n2)nnc1SCC(=O)OCC	12%	-0.6	2%	-7%	-4%	2%	-0.3%	nt	i
O=C(O)C1CCN(Cc2ccccn2)CC1	0%	1.1	0%	12%	-15%	2%	-0.9%	1%	i
O=C(NC1CC1)C1Nc2ccc(OC(F)(F)F)cc2C2C=CCC12 (stereo not drawn)	-1%	-20	-3%	3%	-10%	nt	2.2%	-6%	i
C1CCCCCC(NCCN2CCNCC2)CCCCC1	-14%	1.3	10%	2%	?	-4%	4.2%	4%	i
C/C(=C\C(=O)c1ccc(Cl)cc1Cl)N(C)C	0%	-2.4	3%	2%	6%	-6%	0.5%	9%	i
CCOC(=O)c1cc2c(=O)n3ccccc3nc2n(CC2CCCO2)c1=NC(=O)c1ccc(OCC)cc1 (stereo not drawn)	2%	nt	nt	nt	-2%	nt	0.0%	-10%[9.27 µM]	nt
Cc1ccccc1CN(C)C[C@H]1OCc2cnnn2CCCC(=O)N([C@@H](C)CO)C[C@@H]1C	nt	-0.7	7%	-2%	0%	nt	-0.1%	nt	i
COC(C[C@H]1O[C@@H]1[C@H](O)[C@H](C)OCc1ccccc1)OC	-2%	-1.1	-3%	3%	3%	nt	-0.7%	4%	i
Cc1cccc(-c2nnc3sc(-c4ccccc4)nn23)c1	-14%	-1.6	7%	1%	27%	0%	-0.4%	-25%	i
O=C1CCC(=O)N1CC1CC2CCC1C2 (stereo not drawn)	-4%	1.9	3%	-3%	-2%	-1%	-0.2%	3%	i

Copied from the list.
Under CCT modulator, `Cc1cccc(-c2nnc3sc(-c4ccccc4)nn23)c1` has -1.6
Under A549 viability, `O=C(Cc1ccccc1)NCC(=O)OC(c1ccccc1)c1ccccc1` has -3%

(listing goes on)
SMILES	A549 viability	CCT modulator	EPAC2 antagonist	EPAC2 agonist	TGFb SMAD3 inh	MmCpn inh	Nrf2 activator	Nrf2 inh	Akt phos inh
C[C@@H](NC(=O)Cn1ccc(N)nc1=O)c1cccc2ccccc12	-8%	-3.1	-3%	5%	4%	1%	-0.6%	7%	i
COc1ccc(NC(=O)N2CCCc3cccc(C)c32)cc1	4%	-1.0	2%	10%	?	-10%	2.0%	-22%	i
CCOc1ccc2nc(SCC(=O)Nc3ccc(S(=O)(=O)N4CCCC4)cc3)c(C)cc2c1	0%	-2.7	0%	11%	23%	2%	-0.6%	-12%	i
COc1cc(OCc2ccccc2)c(OC)c(OCc2ccccc2)c1	-3%	-0.3	-14%	9%	-4%	nt	-0.3%	0%	i
CCCCN(C)CCNC(=O)c1c[nH]c2ccc(S(=O)(=O)N(CC)CC)cc2c1=O	12%	-0.4	6%	-5%	8%	2%	2.5%	1%	i
Cc1ccc(NC(=O)C2(c3ccccc3)CCOCC2)c([N+](=O)[O-])c1	0%	0.2	-1%	9%	3%	-3%	0.4%	5%	i
COC(=O)Nc1ccc(S(=O)(=O)N2CCC(C(=O)NC3CCCCC3)CC2)cc1	6%	-0.6	-4%	5%	-4%	0%	-0.9%	11%	i
Cc1cc(NC(=O)CCC(=O)N(c2cccc(F)c2)C(C(=O)NC2CCCC2)c2ccncc2)no1 (stereo not drawn)	1%	0.7	-4%	12%	-1%	2%	2.2%	-8%	i
CC1CCCCC12NC(=O)N(CC(=O)Nc1ccc(Cl)c(S(=O)(=O)N3CCOCC3)c1)C2=O (stereo not drawn)	0%	-2.2	1%	14%	11%	2%	-0.1%	?	i
CC(=O)Nc1ccccc1OCCOc1ccc(Br)cc1	-15%	2.4	-22%	2%	-16%	1%	3.3%	?	i
COc1ccccc1/C=C\C(=O)NCC(=O)N/N=C(\C)Cc1ccccc1	1%	0.0	2%	7%	13%	-1%	-0.1%	-11%	i
CCOc1ccc(CC(=O)N/N=C(\C)c2cccnc2)cc1	7%	-0.9	1%	13%	-14%	-3%	-0.4%	?	i
Cc1cc(C)c(C(=O)CSc2nc3ccccc3c(=O)[nH]2)cc1C	3%	-3.1	-4%	10%	-15%	-10%	0.2%	5%	i
COC(=O)c1nc(NC(=O)c2ccc(F)cc2)n[nH]1	5%	1.2	-1%	9%	1%	1%	-0.6%	3%	i
COc1ccc(NS(=O)(=O)c2cccc(C(=O)NCC(c3ccco3)N3CCCC3)c2)cc1 (stereo not drawn)	-6%	0.3	3%	0%	-2%	1%	2.6%	-14%	i
CC(=O)c1cccc(-n2c(=O)c3c4c(sc3n(CC(=O)c3ccccc3)c2=O)CN(C(C)=O)CC4)c1	2%	nt	nt	nt	-22%	nt	-0.5%	12%	nt
O=C(OCc1ccccc1)N1CCC2CC1c1c(Cl)cccc12 (stereo not drawn)	14%	0.3	?	14%	-16%	nt	3.2%	25%	i
O=C(NCC(=O)N(c1cccnc1)C(C(=O)NC1CCCCC1)c1cccnc1)c1ccco1 (stereo not drawn)	-2%	0.0	11%	-7%	-14%	0%	-0.9%	0%	i
COc1cc(C(=O)NCC2CCCO2)ccc1OCc1ccccc1 (stereo not drawn)	11%	-1.2	2%	28%	5%	2%	0.6%	1%	i
COc1cccc(N2C(=O)CC(N3CCC(c4nc5ccccc5[nH]4)CC3)C2=O)c1 (stereo not drawn)	14%	-4.2	5%	-9%	-3%	-1%	0.4%	16%	i
CCCC(=O)Nc1ccc(Cl)c(NC(=O)c2ccc(Br)o2)c1	-5%	0.3	2%	-7%	-6%	nt	-0.6%	-12%	i
CCOc1ccc(C(=O)c2nc3c(n2O)CCCCC3)cc1	-9%	-1.1	-1%	1%	0%	0%	0.0%	-11%	i
O=C(NCCCl)NNC(=O)c1cc2ccccc2cc1O	1%	-0.4	3%	14%	-14%	-2%	0.0%	3%	i
Cc1nnc(SC(C)C(=O)Nc2ccc3c(c2)OCCO3)s1 (stereo not drawn)	-7%	4.1	-2%	4%	0%	-3%	-0.7%	11%	i
COc1cccc(-c2cn3c(n2)sc2cc(C(=O)NC4CCCCCC4)ccc23)c1	2%	nt	nt	nt	?	nt	4.2%	-5%	nt
COc1cccc(-c2cc(C(=O)N3CCN(c4ncccn4)CC3)c3ccccc3n2)c1	-17%	0.2	-5%	14%	-2%	-3%	4.7%	?	i
O=C(NCc1ccccc1)c1cccc(S(=O)(=O)N2CCCCC2)c1	-5%	1.0	-4%	8%	-19%	1%	0.2%	-24%	i

Not all compounds are listed; count on the stated rates, not on these rows.
